Screening data (PubChem)
SIAE inh = human SIAE inhibitors, primary screen, biochemical, fluorescence polarization, FP-Rh probe, 1536-well HTS | Sialate O-acetylesterase (Homo sapiens), Q9HAT2 | SIAE FP-Rh probe binding | inhibition, % at 9.66 µM | actives 0.69% (n = 370,000) | AID 1053197, 2014;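 active means inhibition above a cutoff: mean of compounds within the control limits plus 3 SD of those, cut at about 17% in these data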;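 further: 0% = plate median of compound wells and 100% = probe without SIAE protein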
Target sequence (Q9HAT2 whole entry, looked up): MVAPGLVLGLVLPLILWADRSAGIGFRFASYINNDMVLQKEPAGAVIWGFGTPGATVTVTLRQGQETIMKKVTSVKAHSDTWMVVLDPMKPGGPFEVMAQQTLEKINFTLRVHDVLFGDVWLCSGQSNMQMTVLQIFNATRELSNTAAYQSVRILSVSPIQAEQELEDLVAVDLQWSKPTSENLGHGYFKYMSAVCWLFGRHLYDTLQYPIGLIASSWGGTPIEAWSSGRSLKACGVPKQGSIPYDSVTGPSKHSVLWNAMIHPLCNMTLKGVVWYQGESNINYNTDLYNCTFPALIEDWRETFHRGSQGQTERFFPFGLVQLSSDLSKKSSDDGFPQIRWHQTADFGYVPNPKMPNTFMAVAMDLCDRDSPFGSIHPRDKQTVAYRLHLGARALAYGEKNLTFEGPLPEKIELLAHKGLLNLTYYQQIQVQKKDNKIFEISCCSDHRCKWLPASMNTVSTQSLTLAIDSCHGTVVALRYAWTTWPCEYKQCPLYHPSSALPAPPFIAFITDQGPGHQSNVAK
KLK7 zymogen act = proKLK7 zymogen activators, primary screen, biochemical, fluorescence intensity; activation, % at 7 µM; purified proKLK7, EDANS-DABCYL substrate fluorescence; 100% is mature enzyme control, 0% vehicle; Kallikrein-7 (Homo sapiens), P49862; actives 0.9% (n = 370,000); AID 652039, 2013;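 active means activation above the mean of all tested compounds plus 3 SD, computed per campaign excluding outliers beyond control limits, cut at about 13% in these data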
Target sequence (P49862 whole entry, looked up): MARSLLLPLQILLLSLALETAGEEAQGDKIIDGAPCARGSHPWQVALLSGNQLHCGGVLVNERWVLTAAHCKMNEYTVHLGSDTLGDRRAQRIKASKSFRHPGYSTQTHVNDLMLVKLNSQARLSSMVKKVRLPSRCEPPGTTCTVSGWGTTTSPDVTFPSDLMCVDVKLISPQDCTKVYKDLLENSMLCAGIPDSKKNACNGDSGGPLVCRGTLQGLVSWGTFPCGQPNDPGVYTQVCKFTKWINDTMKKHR
TDP2 inh = human TDP2 enzyme inhibitors, primary screen, biochemical, epi absorbance, recombinant enzyme; Tyrosyl-DNA phosphodiesterase 2 (Homo sapiens), O95551; T5PNP hydrolysis, p-nitrophenol absorbance 415 nm; inhibition, % at 12.8 µM; actives 0.34% (n = 370,000); AID 720702, 2013;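 active means inhibition above the mean of all tested compounds plus 3 SD, set per campaign, cut at about 25% in these data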;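 further: 0% = DMSO with enzyme and 100% = buffer with substrate but no TDP2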
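System – recombinant human TDP2 · Amount – 120 nM TDP2 per well · Buffer or medium – Mg2+-containing Tris-HCl buffer, pH 7.5 · Reagent – T5PNP substrate, 5 mM · Dosing – 12.8 µM single point, 1% DMSO · Incubation – 2 h at 37 °C · Measured by – epi absorbance · Read-out basis – percent inhibition · Benchmarks – high control without enzyme, low control DMSO plus TDP2 · Repeats – singlicate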
UHRF1 MBD2 ctr = UHRF1 methylated DNA binding inhibitors, primary screen, counter-screen for MBD2 inhibitor project, biochemical, TR-FRET, human UHRF1, single concentration; UHRF1 binding to methylated oligo; inhibition, % at 4.4 µM; actives 0.75% (n = 370,000); AID 687016, 2013; in the data active means inhibition above about 21%;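 further: UHRF1 SRA domain binding a hemimethylated CpG hairpin DNA probe; 0% = median of test compound wells and 100% = reference inhibitor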
MBD2 DNA inh = inhibitors of MBD2 binding to methylated DNA, primary screen, biochemical, TR-FRET, DNA-binding domain, human; Methyl-CpG-binding domain protein 2 (Homo sapiens), Q9UBB5; MBD2 binding to methylated oligonucleotide; inhibition, % at 4.4 µM; actives 0.31% (n = 370,000); in the data active means inhibition above about 13%
LEDGF integ inh = blockers of LEDGF/p75-dependent integrase strand transfer – biochemical, TR-FRET, high throughput, primary screen | HIV-1 integrase (with human LEDGF/p75) | TR-FRET IN-LEDGF/p75 DNA integration, Eu/Cy5 | inhibition, % at 3.7 µM | actives 0.64% (n = 370,000);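 active means inhibition above the screen-wide mean plus 3 SD, cut at about 13% in these data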;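 further: signal is the Cy5 over europium emission ratio at 671 and 618 nm; 0% = plate median of compound wells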
PRMT1 inh = PRMT1 methyltransferase inhibitors, primary screen, biochemical, fluorescence polarization; AID 652257, 2013; Protein arginine N-methyltransferase 1 (Homo sapiens), Q99873; inhibition, % at 2.79 µM; actives 1.3% (n = 370,000); recombinant PRMT1, activity-based probe fluorescence polarization;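 active means inhibition above about 21% made by adding two undisclosed values, limit read from the data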
DDE Tn7 FP inh = inhibitors of Tn7 peptide binding to fibrin DD(E), primary screen, biochemical, fluorescence polarization, human fibrin, Tn7 probe; Fibrinogen beta chain (Homo sapiens), P02675; actives 0.13% (n = 370,000); inhibition, % at 8.3 µM; FP displacement of FITC-Tn7 peptide from fibrin DD(E); 0% = median of compound wells per plate;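 active means inhibition above the mean of compounds falling within the control limits plus 3 SD of them, cut at about 14% in these data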;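 further: 0% = plate median of compound wells and 100% = 10 µM Aha-Tn7 peptide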
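Test system – human fibrin DD(E) · Times – 10 min preincubation, 3 h with tracer, room temperature · Detection – fluorescence polarization of the labelled Tn7 tracer · Measure – percent inhibition normalized to high-control wells · Benchmarks – high control wells with 10 µM unlabelled Aha-Tn7 peptide (full inhibition) · Repeats – singlicate testing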
TCR CD3 inh = inhibitors of human TCR-CD3 interaction, primary screen, biochemical, fluorescence, TAMRA-labeled TCR probe. T-cell receptor (TCR). inhibition, % at 9.4 µM. actives 0.37% (n = 360,000). AID 651800, 2012; in the data active means inhibition above about 19%;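 further: recombinant mutant TCR 2C K166C tagged with TAMRA read by polarization; 0% = receptor in buffer alone and 100% = receptor with positive control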
DDE Tn6 FP inh = inhibitors of Tn6 peptide binding to fibrin DD(E), primary screen, biochemical, fluorescence polarization, human fibrin, Tn6 probe; AID 720509, 2013; Fibrin DD(E) TRITC-Tn6 fluorescence polarization displacement; inhibition, % at 8.3 µM; Fibrinogen beta chain (Homo sapiens), P02675; actives 0.21% (n = 370,000);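 active means inhibition above a per-campaign cutoff: mean of compounds within control limits plus 3 SD, cut at about 15% in these data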;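 further: 0% = median of all compound wells on the plate and 100% = blocking peptide control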
Starred values were filed as active, the others as inactive; / = no result given.

Value order – SIAE inh, KLK7 zymogen act, TDP2 inh, UHRF1 MBD2 ctr, MBD2 DNA inh, LEDGF integ inh, PRMT1 inh, DDE Tn7 FP inh, TCR CD3 inh, DDE Tn6 FP inh
CCCC[n+]1ccn(C2=C([O-])c3ccccc3C(=O)/C2=N\S(=O)(=O)c2ccccc2)c1
    -3, -0.1, -1, -4, -18, 6, 1, 0, -1, 4
O=C(O)c1cccc(-n2c(-c3cnccn3)n[nH]c2=S)c1
    5, 0.2, 3, -3, 0, 3, -2, 4, 8, 3
CS(=O)(=O)N1CCN=C1SCc1cccc(F)c1
    9, 0.1, -12, -2, -6, -2, 0, 7, 11, 4
COc1ccccc1N1CCN(CC(O)COc2ccc(C)cc2C)CC1 (stereo not given)
    -5, 0.2, 0, 1, -5, 4, -4, -5, -3, 3
CCCNC(=O)COc1nc2ccccc2nc1N1CCOCC1
    -7, 0.3, 2, 0, 0, -2, 1, 12, 2, 10
COc1ccc(C(=O)Nc2ccc3c(c2)C(=O)N(C)[C@H]2CC[C@H](CC(=O)NCC4CC4)O[C@@H]2CO3)cc1
    3, 0.2, -2, 8, 13, 3, -1, -1, /, -5
NS(=O)(=O)c1ccc(N=Nc2ccc(=O)[nH]c2O)cc1
    5, 0.2, 2, 19, -5, 11, 13, -3, 17, 3
N#Cc1nc(COc2ccc(F)cc2)oc1N1CCC(Cc2ccccc2)CC1
    -8, -0.6, -13, 2, 4, 2, -1, 6, -3, 5
COc1cc(NS(=O)(=O)c2ccc(NC(=O)c3cccs3)cc2)nc(OC)n1
    0, 0.1, -1, 0, -3, -1, -4, 1, 7, -3
COC(=O)c1cc2c(s1)-c1ccccc1OC2
    -5, 82*, -3, 0, 7, 0, 5, -1, -5, -5
O=C(CSc1ncnc2c1cnn2-c1ccccc1)NC1CCCC1
    0, -0.6, -10, 3, -1, -10, 4, 2, -5, 6
O=C(O)CCSC(=S)N1CCOCC1
    -6, 0.2, 4, 1, 4, 4, 1, -8, 0, 2
CCC(=O)N1CCC1(C)C(=O)NCc1ccccc1SC (stereo not given)
    1, -0.3, 12, 2, -1, 2, 3, 2, -6, 0
COc1cccc(CN2CC(C(=O)N(C)Cc3nc4ccc(F)cc4[nH]3)CCC2=O)c1 (stereo not given)
    1, 0.0, 1, 25*, 0, 0, -3, 5, 5, 8
COc1cccc(/C=C2\SC(=O)N(CC(=O)NCCCn3ccnc3)C2=O)c1
    0, -2.2, 0, -19, -9, 2, 17, 4, -2, -6
Cc1ccc(/C=N\NC(=O)c2cncc(Br)c2)o1
    5, -0.7, 1, -3, -7, -1, -1, 1, -2, -4
Cc1ccc(S(=O)(=O)N2CCOCC2)cc1NC(=O)COC(=O)/C=C/c1ccco1
    5, 0.3, 0, 1, -4, -2, 6, 1, -3, -8
Cc1ccc(NC(=O)Cc2ccsc2)cc1S(=O)(=O)N1CCOCC1
    4, -0.6, 6, 1, -7, 2, -1, 8, -3, 7
CCC(=O)Nc1cc2nn(-c3ccccc3)nc2cc1Cl
    0, 0.5, 13, -2, -4, -2, 1, -5, 0, -3
O=S1(=O)CCN2C=C(Br)C=C(Br)C2=N1
    -1, 0.0, 2, -1, 0, 0, 0, -5, 2, -1
CCCCN(CCCC)CCCNC(=O)C12CN(Cc3ccccc3)CC1C(c1cccc([N+](=O)[O-])c1)=NO2 (stereo not given)
    4, 0.6, -4, 0, -6, 1, -2, -7, 2, 4
CCOC(=O)N1CCN(C(=O)c2ccc3c(=O)n(CCc4ccccc4)c(=O)[nH]c3c2)CC1
    6, -4.5, 4, 0, -3, -1, -1, 6, -2, 5
CC(c1ccccc1)n1c(CCCO)nc2ccccc21 (stereo not given)
    3, 0.4, 7, -1, 3, -3, -3, -6, 6, 3
CCN(CC)CCNC(=O)c1cc(-c2ccc(Br)s2)nc2ccccc12
    -16, 7.6, -2, -1, -5, 0, 1, 4, -3, 3
Cc1cc(C)c(NC(=O)C2CC(=O)N(Cc3ccccc3)C2)c(C)c1 (stereo not given)
    -4, -0.6, 5, 2, 3, -11, 4, 6, 2, -3
CCOC(=O)c1sc(NC(=O)c2ccc3nc[nH]c3c2)nc1C
    -33, 3.3, 0, -1, -2, 0, 2, -9, -5, -7
Cc1cccc(C)c1C(=NCCN(C)C)c1ccccc1
    3, 0.0, -4, -1, 7, -1, -1, 8, 6, -5
CCOC(=O)c1cc(-c2ccccc2)sc1NC(=O)CC(C)C
    6, 0.3, 8, -1, -3, 5, -3, 1, -1, -4
Cc1c(S(=O)(=O)N2CCN(C(=O)c3ccco3)CC2)c(=O)n(C)c(=O)n1C
    1, 0.3, 2, 2, 1, -1, 2, 4, -3, 6
CCOC(=O)C(C)(C)N(Cc1cccc(C)c1)S(=O)(=O)c1ccc(Cl)c([N+](=O)[O-])c1
    3, -0.2, -12, 3, -2, 0, 1, -9, 6, 3

The list continues.
| Molecule | SIAE inh | KLK7 zymogen act | TDP2 inh | UHRF1 MBD2 ctr | MBD2 DNA inh | LEDGF integ inh | PRMT1 inh | DDE Tn7 FP inh | TCR CD3 inh | DDE Tn6 FP inh |
| --- | --- | --- | --- | --- | --- | --- | --- | --- | --- | --- |
| COc1cccc(CN2CCN(C(=O)c3ccc(-c4ccccc4)cc3)CC2)c1OC | -3 | 0.5 | -3 | 1 | 1 | -1 | 0 | -8 | -2 | 0 |
| COc1ccc(Cn2c(C)cc3c(c2=O)C(c2cccs2)C(C#N)=C(N)O3)cc1OC (stereo not given) | 0 | 0.1 | -1 | 1 | 1 | 3 | 4 | -4 | 4 | 4 |
| CC(C)(C)c1cc(CP(=O)(c2ccccc2)c2ccccc2)cc(C(C)(C)C)c1O | -5 | -0.7 | -10 | 7 | 8 | 5 | 9 | -3 | -2 | -4 |
| COc1ccc(C(=O)Nc2ccnn2C2CCN(Cc3ccn[nH]3)CC2)cc1 | 8 | -0.2 | 12 | -1 | 3 | 0 | -1 | -4 | -4 | 1 |
| CC(C)(C)Nc1nc(N)nc(Cl)n1 | -1 | -0.1 | 2 | 2 | -1 | 4 | -1 | -7 | 8 | 5 |
| O=C(NCCNS(=O)(=O)c1ccc(C(F)(F)F)cc1)N1CCOCC1 | 9 | -0.3 | 2 | -4 | 0 | 5 | -4 | 0 | 4 | 1 |
| O=C(Cc1cccc(NC(=O)C2CCCN(C(=O)C3CCCC3)C2)c1)Nc1ccc(C(=O)N2CCCCC2)cc1 (stereo not given) | -10 | 1.0 | -8 | 0 | -1 | 2 | 0 | -2 | -4 | -9 |
| Clc1ccccc1-c1nnc2sc(-c3ccc4c(c3)OCO4)nn12 | -8 | -2.1 | 2 | -5 | 3 | 0 | 4 | -5 | -3 | -11 |
| COc1cccc(C(=O)C2CCCN(Cc3cn[nH]c3C3CCCCC3)C2)c1 (stereo not given) | 0 | 0.8 | 5 | 1 | -5 | 2 | -3 | 4 | 5 | 4 |
| CCOC(=O)c1c(N/N=C/c2ccncc2)n[nH]c1C | 2 | -0.2 | -7 | -8 | -12 | -3 | -2 | 3 | 8 | 1 |
| OCCSc1c(F)c(SCCO)c(SCCO)c(F)c1SCCO | 0 | 0.7 | 3 | -3 | -1 | 2 | -8 | -2 | 4 | 0 |
| CCOc1cc(C2C(C(=O)N3CCOCC3)=C(C)NC3=C2C(=O)CCC3)ccc1O (stereo not given) | 4 | 0.4 | 10 | 0 | 4 | 0 | 0 | -9 | 2 | -4 |
| COc1ccccc1C=NNC(=O)c1ccccc1OCCOc1ccccc1 | -19 | -0.1 | -5 | -1 | -1 | 0 | 2 | -1 | 8 | 4 |

Single records, as listed above:
Profile of COc1cc(NS(=O)(=O)c2ccc(NC(=O)c3cccs3)cc2)nc(OC)n1 : SIAE inh = 0; KLK7 zymogen act = 0.1; TDP2 inh = -1; UHRF1 MBD2 ctr = 0; MBD2 DNA inh = -3; LEDGF integ inh = -1; PRMT1 inh = -4; DDE Tn7 FP inh = 1; TCR CD3 inh = 7; DDE Tn6 FP inh = -3
Profile of NS(=O)(=O)c1ccc(N=Nc2ccc(=O)[nH]c2O)cc1 : SIAE inh = 5; KLK7 zymogen act = 0.2; TDP2 inh = 2; UHRF1 MBD2 ctr = 19; MBD2 DNA inh = -5; LEDGF integ inh = 11; PRMT1 inh = 13; DDE Tn7 FP inh = -3; TCR CD3 inh = 17; DDE Tn6 FP inh = 3

KLK7 zymogen act, what is marked active above.
compound	SIAE inh	KLK7 zymogen act	TDP2 inh	MBD2 DNA inh	LEDGF integ inh	PRMT1 inh	TCR CD3 inh	DDE Tn6 FP inh
COC(=O)c1cc2c(s1)-c1ccccc1OC2	-5	82*	-3	7	0	5	-5	-5
